G9a block: blocks human histone lysine methyltransferase G9a. G9a H3K9 monomethylation, AlphaScreen, 2 h. Potency, µM (highest dose often 102 µM), for the others: at the top dose activity, negative = inhibition, usual class: inhibitors. 350,000 compounds, 8.8% hits; further: potency means the concentration at half of the fitted maximal effect; on the % scale 0 is the no-effect control and ±100 the full control effect; nearly all actives have a fitted effect of over 75% in size
Target sequence (Q96KQ7 913-1193 limits assumed): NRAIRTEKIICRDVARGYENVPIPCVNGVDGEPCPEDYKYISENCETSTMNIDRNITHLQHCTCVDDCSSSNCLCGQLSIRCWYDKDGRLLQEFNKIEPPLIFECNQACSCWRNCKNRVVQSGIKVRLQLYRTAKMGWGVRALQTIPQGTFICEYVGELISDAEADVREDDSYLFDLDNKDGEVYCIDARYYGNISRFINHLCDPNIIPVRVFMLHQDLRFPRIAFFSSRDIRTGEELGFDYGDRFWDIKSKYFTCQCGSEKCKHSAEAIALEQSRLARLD
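G9a (20 nM) preincubated 15 min RT with compounds, then 500 nM biotinylated H3K9 peptide and 20 uM SAM added; 2 h RT reaction. Monomethyl-H3K9 product detected by AlphaScreen with anti-H3K9me1 antibody, streptavidin donor and anti-rabbit IgG acceptor beads.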
JMJD2A Tudor inh: JMJD2A Tudor domain (human) inhibition; AlphaScreen JMJD2A-Tudor / H3K4me3 peptide binding; 390,000 compounds, 4.4% hits; Potency, µM (series often up to 114 µM), inactives show at the top dose activity change, negative = inhibition, usual class: inhibitors; further: potency means the concentration at half of the fitted maximal effect; on the % scale 0 is the no-effect control and ±100 the full control effect; nearly all actives have a fitted effect of over 50% in size
PGK inhibitor: inhibitors of T. brucei phosphoglycerate kinase; P07378; PGK/GAPDH coupled, Kinase-Glo luminescence, 60 min; Potency, µM (titrated, usually from 57.5 µM), for inactives: top-dose activity change, negative = inhibition, hits mostly inhibitors; 380,000 compounds, 0.043% hits; further: potency means the concentration at half of the fitted maximal effect; on the % scale 0 is the no-effect control and ±100 the full control effect; nearly all actives have a fitted effect of over 60% in size
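Luminescent ATP detection (Kinase-Glo Plus) follows a 60-minute room-temperature incubation, with wells lacking PGK as controls. Buffer: 100 mM TEA (pH 7.6), 5 mM MgCl2, 0.01% Tween-20. Coupling enzyme GAPDH (100 nM final) supplies unstable 1,3-BPG in-well.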
Pol eta inh: blocks human DNA polymerase eta activity | Q9Y253 | recombinant Pol eta, fluorescent DNA replication assay | Potency, µM (top dose mostly 114 µM), inactives show at the top dose activity change, negative = inhibition, hits mostly inhibitors | 390,000 compounds, 1.2% hits | AID 588591; further: potency means the concentration at half of the fitted maximal effect; on the % scale 0 is the no-effect control and ±100 the full control effect
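Pol eta (10 nM) was preincubated with compounds for 15 min at room temperature, after which fluorescent replication substrate (50 nM final) was added to start the reaction. Fluorescence was read kinetically at 0 and 10 min.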
PI4K2A inh: inhibitors of human PI4K2A; Q9BTU6; purified PI4K2A, ADP-Glo luminescence, 1 h; hits give low values; activity change, negative = inhibition, % at 76.9 µM; 420,000 compounds, 0.13% hits; in the data active means activity change below about -50%; inconclusive means mostly about -30% to -49%;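 further: -100% = wells without enzyme as full effect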
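PI4K2A activity was measured by ADP-Glo luminescence: enzyme (4 ug/mL stock) and phosphatidylinositol (1.2 mM stock) in Tris pH 7.5/MgCl2/EGTA/Triton X-100 buffer were reacted with ATP (300 microM stock) for one hour at ambient temperature.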
GLS inhibitor: glutaminase GLS (human) inhibition; O94925; GLS enzymatic activity, qHTS titration; Potency, µM (highest dose often 45.5 µM), without a hit: at the highest dose activity change, negative = inhibition, hits mostly inhibitors; 410,000 compounds, 0.21% hits; AID 624170; further: potency means the concentration at half of the fitted maximal effect; on the % scale 0 is the no-effect control and ±100 the full control effect
Target sequence (O94925 whole entry, looked up): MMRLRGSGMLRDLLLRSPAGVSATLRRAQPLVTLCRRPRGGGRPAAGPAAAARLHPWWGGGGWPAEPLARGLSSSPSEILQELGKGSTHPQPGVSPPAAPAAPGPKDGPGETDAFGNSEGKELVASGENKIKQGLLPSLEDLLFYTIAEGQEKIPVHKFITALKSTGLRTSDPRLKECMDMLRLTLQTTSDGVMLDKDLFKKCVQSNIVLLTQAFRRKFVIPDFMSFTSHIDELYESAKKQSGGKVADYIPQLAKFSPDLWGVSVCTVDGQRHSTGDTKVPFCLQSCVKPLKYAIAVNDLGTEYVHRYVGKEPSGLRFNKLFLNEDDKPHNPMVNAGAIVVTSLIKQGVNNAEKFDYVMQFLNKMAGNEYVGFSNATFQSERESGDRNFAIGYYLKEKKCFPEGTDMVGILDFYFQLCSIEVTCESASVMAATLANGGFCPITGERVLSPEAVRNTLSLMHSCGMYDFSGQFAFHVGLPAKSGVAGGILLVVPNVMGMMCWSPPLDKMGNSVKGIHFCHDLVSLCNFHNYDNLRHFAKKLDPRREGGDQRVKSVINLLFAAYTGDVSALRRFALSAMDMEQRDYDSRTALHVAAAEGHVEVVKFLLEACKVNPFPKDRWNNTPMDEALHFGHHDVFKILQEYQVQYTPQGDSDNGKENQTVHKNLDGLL
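hKGA in 45 mM KH2PO4 (pH 8.2), 0.02% Tween-20 with compound, then 1mM L-Glutamine (stock as added) plus glutamate oxidase/HRP/Amplex red coupling mix. Fluorescence read initially and after 30 min at RT; signal change reflects glutamate formation.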
BAZ2B block: blocks human BAZ2B; 360,000 compounds, 4.4% hits; Q9UIF8; AlphaScreen BAZ2B-H3K14Ac peptide displacement; Potency, µM (top dose mostly 114 µM), without a hit: at the top dose activity change, negative = inhibition, actives largely listed as inhibitors; further: potency means the concentration at half of the fitted maximal effect; on the % scale 0 is the no-effect control and ±100 the full control effect; nearly all actives have a fitted effect of over 60% in size
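BAZ2B (50 nM) with biotin-H3(5-23)K14Ac peptide (50 nM) in PBS pH 7.4, 0.01% Tween-20, preformed 30 min, then compound 30 min at room temperature; top concentration 110uM. AlphaScreen streptavidin donor/nickel chelate acceptor beads (10 ug/mL final), 20 min dark, signal read.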
HP1b binding inh: inhibitors of HP1-beta chromodomain binding to methylated histone tails; P83916; 390,000 compounds, 0.56% hits; Potency, µM (titrated, usually from 114 µM), for the others: at the highest dose activity change, negative = inhibition, actives largely listed as inhibitors; AlphaScreen HP1-beta / biotin-H3K9me3 peptide binding; AID 540317; further: potency means the concentration at half of the fitted maximal effect; nearly all actives have a fitted effect of over 70% in size; inactives centre near 23
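Compound inhibition of the preformed complex between 50 nM HP1-beta and 50 nM biotinylated H3K9me3 peptide was read by AlphaScreen. Buffer was PBS pH 7.4 with 0.01% Tween-20. Incubations ran 30 min at room temperature, with 10 ug/mL donor/acceptor beads.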
Pin1 inh: blocks the human prolyl isomerase Pin1; Q13526; Pin1 FP peptide displacement, HiFluor488, 10 min; Potency, µM (series often up to 115 µM), inactives show at the top dose activity, negative = inhibition, hits mostly inhibitors; 390,000 compounds, 0.009% hits; AID 504891; active means well fitted inhibition curve with a large enough effect in the polarisation, with a control signal flat, not every such curve was filed as active; inconclusive means small, poorly fitted or top-dose-only effect, or effect the other way, or a change in a side signal; inactive means no such curve, though single readings can be large or run the other way; the % refers to the polarisation; further: potency means the concentration at half of the fitted maximal effect; on the % scale 0 is the no-effect control and ±100 the full control effect
The depositor's hits bear a star; i = inactive; u = inconclusive; x = not tested or not shown; [ ] = remark or other dose. Unless noted, the call rests on the fitted dose curve; in most records, active means well fitted curve in the direction sought with a large enough effect; inconclusive means small, poorly fitted or top-dose-only effect, or another doubt; inactive means no such curve, though single readings can be large; an effect the other way counts as inactive or inconclusive. This is a subset; the hit share may differ from the screen's.

#	SMILES	G9a block	JMJD2A Tudor inh	PGK inhibitor	Pol eta inh	PI4K2A inh
1	CCC(C)[C@H](NC(=O)c1cc2cc(Cl)ccc2n1C)C(=O)N1CCC[C@H]1C(=O)O (some centres undefined)	u	-3%	2%	-14%	1
2	CC(C)CC(=O)N1CCN(Cc2ccccc2Cl)CC1	4%[0.501 µM]	-100%	-8%	-14%	-2
3	O=C(CN1CC(c2ccccc2)CC1=O)OCc1cccc(Br)c1 (centres undefined)	21%	11%	-3%	1%	5
4	CCn1cc(C(=O)NCCc2ccc(C)cc2)c(=O)c2cc(S(=O)(=O)N3CCC(C)CC3)ccc21	-41%[59 µM]	-13%	0%	-18%	6
5	O=S(=O)(c1cccc2nsnc12)N1CCN(c2ccc(F)cc2)CC1	u	u	-9%	-13%	187
6	Cc1nnsc1C(=O)Oc1ccc(C(C)C)cc1	1%[59 µM]	51%[activator]	i	-10%	2
7	CCOC(=O)c1[nH]c(C)c(CCC(=O)N2CCN(c3ccc(Cl)cc3)CC2)c1C	u	u	6%	-19%	0
8	COC(=O)CSc1nccc(-c2ccc(F)cc2)c1C#N	19%[59 µM]	0%	6%	3%	-4

#	GLS inhibitor	BAZ2B block	HP1b binding inh	Pin1 inh
1	-2%	-8%	14%	5%
2	0%	50µM*	u	2%
3	1%	4%	36%[activator]	-2%
4	-13%	x	20%	u
5	8%	x	-4%	-4%
6	-2%	120%[activator]	60%[activator]	-17%
7	0%	u	9%[57 µM]	u
8	-1%	40%[activator]	36%[activator]	-3%

(cont.)
#	SMILES	G9a block	JMJD2A Tudor inh	PGK inhibitor	Pol eta inh	PI4K2A inh
9	CN1C2=NCCN2C(=O)c2ccccc21	1%	-8%	-3%	-2%	1
10	CCCC(C(=O)NC1CCCC1)N(CC1CCCO1)C(=O)CNS(=O)(=O)c1ccccc1 (centres undefined)	-14%	-13%	-1%	5%	-2
11	Cc1cc(=O)n(CC(=O)NCCC(C)C)c2c1c(C)nn2C	10%[59 µM]	-10%	i	-11%	2
12	CC1CNC(=S)N(c2ccccc2)C1=O (centres undefined)	x	-8%	-3%	-12%	9
13	CCOC(=O)c1cnc2c(ccc3ccccc32)c1NCCCN(C)C	-13%	2%	-7%	-20%	-12
14	CC(=O)Nc1ccc(-n2c(=O)c3ccccc3c3ccccc3c2=O)cc1	-38%	-3%	-7%	5%	0
15	CCc1nnc(N/N=C/c2ccc(N3CCC(C)CC3)c([N+](=O)[O-])c2)n1N	50µM*	u	-8%	-14%	u
16	Cn1c(=O)n(CC(=O)O)c(=O)c2c1nc1n2CCCN1CCc1ccccc1	-33%	-11%	-6%	-24%	-2

#	GLS inhibitor	BAZ2B block	HP1b binding inh	Pin1 inh
9	12%	9%	5%	4%
10	-14%	2%	11%	-4%
11	-5%	-1%	18%	-2%
12	1%	x	24%	1%
13	-2%	0%	38%	-7%
14	4%	-1%	26%	6%
15	16%	u	-5%	-9%
16	3%	-27%	36%	-7%

Continued:
#	SMILES	G9a block	JMJD2A Tudor inh	PGK inhibitor	Pol eta inh	PI4K2A inh
17	CCCCCC(=O)N1C[C@@H](O)[C@H](n2cc(-c3ccc(F)cc3)nn2)C[C@@H]1c1ccc(C)cc1	x	x	2%	-14%	-5
18	Cc1ccc(-c2ccc(=O)n(CC(=O)NCCN(C)C)n2)cc1	-1%[12.7 µM]	-11%	-7%	-19%	-2
19	CC(C)(C)C(=O)N1CCN(c2c(Cl)cccc2[N+](=O)[O-])CC1	-49%[59 µM]	-27%	-2%	-10%	10
20	COCCN(C(=O)COC(=O)CCCOc1ccc(OC)cc1)c1c(N)n(Cc2ccccc2)c(=O)[nH]c1=O	1%[0.501 µM]	3%	-11%	-11%	4
21	CC(C)OCCCn1c(=O)c2ccccc2n2c(CCC(=O)N3CCN(c4ccccn4)CC3)nnc12	-8%	-27%	-2%	-8%	-6
22	Cc1cc(Br)cc(Cl)c1OC(=O)c1ccncc1	35%	61%[activator]	-4%	-3%	-2
23	O=[N+]([O-])c1cc(-c2ccc(/C=N\n3cnnc3)o2)cc([N+](=O)[O-])c1	45µM*	u	7%	u	-14
24	COc1ccc(-c2cc(C(F)(F)F)nc(NC3CCCC3)n2)cc1OC	13%[12.7 µM]	30%	-4%	-5%	-5

#	GLS inhibitor	BAZ2B block	HP1b binding inh	Pin1 inh
17	0%	x	x	x
18	20%	1%	24%	-11%
19	-2%	-29%	-1%	0%
20	0%	-34%	24%	-1%
21	4%	-12%	-4%	-2%
22	9%	1%	43%[activator]	0%
23	4%	-38%	u	-5%
24	-2%	34%[activator]	159%[activator]	6%

Along the list, quoted from above.
Entries 19–23 in PGK inhibitor, in turn: -2%, -11%, -2%, -4%, 7%
Entries 19–23 in Pin1 inh, in turn: 0%, -1%, -2%, 0%, -5%
Entries 19–23 in PI4K2A inh, in turn: 10, 4, -6, -2, -14

Next part:
#	SMILES	G9a block	JMJD2A Tudor inh	PGK inhibitor	Pol eta inh	PI4K2A inh
25	O=C(CCNC(=O)c1ccccc1)NC1CCCc2ccccc21 (centres undefined)	-40%	-12%	-10%	-4%	-7
26	Cc1ccc(C(=O)COC(=O)CCC(=O)Nc2cccc(Cl)c2)cc1[N+](=O)[O-]	-28%[59 µM]	-1%	i	-11%	-4
27	Cc1c(C(=O)CN2CCOCC2)[nH]c2ccccc12	40µM*	-32%	-4%	u	9
28	COc1cc(C2=NOC(C(=O)NC3CCCCC3)C2)cc(OC)c1OC (centres undefined)	-6%	-21%	-9%	-2%	-2
29	Cc1ccc(S(=O)(=O)NCc2ccccc2)cc1C(=O)N(C)CC(=O)Nc1ccccc1Br	x	-25%	-13%	-16%	1
30	CCOC(=O)c1cc(-c2ccccc2)n(CCCC(=O)Nc2ccc(C)c(C)c2)c1C	-29%[59 µM]	-25%	-9%	-1%	-1
31	Cn1cc(C(=O)N/N=C/C(Br)=C/c2ccccc2)ccc1=O	15%[59 µM]	-8%	-11%	-13%	-3
32	CCCCOC(=O)c1ccc(NC(=O)c2ccccc2OC)cc1	40%[59 µM]	16%	-2%	u	-1

#	GLS inhibitor	BAZ2B block	HP1b binding inh	Pin1 inh
25	-5%	3%	21%	4%
26	-3%	7%	18%	-2%
27	2%	-1%	29%	-8%
28	-15%	6%	26%	-10%
29	2%	x	32%	1%
30	-3%	-28%	4%	20%
31	0%	5%	7%	-2%
32	1%	13%	62%[activator]	26%

BAZ2B block, entries above that show a hit
#	SMILES	G9a block	JMJD2A Tudor inh	PGK inhibitor	Pol eta inh	PI4K2A inh
2	CC(C)CC(=O)N1CCN(Cc2ccccc2Cl)CC1	4%[0.501 µM]	-100%	-8%	-14%	-2

#	GLS inhibitor	BAZ2B block	HP1b binding inh	Pin1 inh
2	0%	50µM*	u	2%

Complete entries, looked up by structure. Order of values: G9a block, JMJD2A Tudor inh, PGK inhibitor, Pol eta inh, PI4K2A inh, GLS inhibitor, BAZ2B block, HP1b binding inh, Pin1 inh
Listed for `Cc1c(C(=O)CN2CCOCC2)[nH]c2ccccc12` → 40µM*, -32%, -4%, u, 9, 2%, -1%, 29%, -8%
Listed for `Cc1ccc(S(=O)(=O)NCc2ccccc2)cc1C(=O)N(C)CC(=O)Nc1ccccc1Br` → x, -25%, -13%, -16%, 1, 2%, x, 32%, 1%

Further entries.
#	SMILES	G9a block	JMJD2A Tudor inh	PGK inhibitor	Pol eta inh	PI4K2A inh
33	O=C(COC(=O)c1cn(-c2ccccc2)nc1-c1ccccc1)Nc1ncc(Cl)cc1Cl	-1%[12.7 µM]	u	-5%	35µM*	-2
34	Cc1ccccc1OC(C)C(=O)Nc1ccc2c(c1)OCCO2 (centres undefined)	51%	-9%	-6%	-10%	-4
35	COc1ccc(OC)c(NC(=O)Nc2cc(NC(=O)Nc3cc(OC)ccc3OC)c(C)nc2C)c1	1%[59 µM]	-3%	11%	-7%	0
36	CCOC(=O)CCSc1nc(C(C)(C)C)cc(C(F)(F)F)c1C#N	52%[activator][59 µM]	50%[activator][57.1 µM]	i	-10%	12
37	CCOc1ccc(CCNC(=O)c2nnn(CC(=O)Nc3ccc(OC)cc3)c2N)cc1OCC	35%	-15%	-9%	-5%	-6
38	Cc1ccc(C)c(OCCC(=O)NNC(=O)c2cc(C)oc2C)c1	26%[59 µM]	-23%	-3%	-21%	3
39	COc1ccc(S(=O)(=O)Nc2ccccc2C(=O)NC(C)(C)C)cc1OC	17%	-4%	22%	-14%	-3
40	CCN(CC)S(=O)(=O)c1ccc2c(c1)nc(CCC(=O)Nc1ccc3c(c1)OCO3)n2CC	-7%[59 µM]	-21%	-5%	-22%	-5
41	CC(C)C(NC(=O)c1ccc(C(C)(C)C)cc1)C(=O)NCC1(N(C)C)CCCCC1 (centres undefined)	17%	4%	8%	u	3
42	COc1cc(OC)cc(C(=O)Nc2cccc(-c3ccc(N4CCOCC4)nn3)c2)c1	8%	-21%	-1%	4%	-9

#	GLS inhibitor	BAZ2B block	HP1b binding inh	Pin1 inh
33	-8%	u	-4%	u
34	10%	0%	24%	3%
35	7%	-33%	9%	6%
36	-6%	88%[activator]	149%[activator]	-2%
37	2%	-1%	49%[activator]	1%
38	4%	5%	17%	4%
39	3%	-19%	36%	1%
40	0%	-38%	1%	-7%
41	-6%	-3%	14%	-1%
42	1%	10%	3%	12%

Screening results from PubChem.
